# DENV2 CPE = inhibitors of DENV2 cytopathic effect, primary screen, cell-based, plate reader, single concentration | AID 651640, 2012 | CPE inhibition, % at 9.99 µM | 350,000 compounds, 1.7% hits | DENV2-infected cells, cytopathic effect rescue; in the data active = CPE inhibition above about 20%, passing the limit was not always enough; inconclusive = no clear call, values can overlap the other calls; tested in BHK-21 cells;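 also: 0% = median of neutral control wells and 100% = median of positive control wells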
# CFTR F508del cor = F508del CFTR correction, initial screen, CFBE line, single point. 350,000 compounds, 0.36% hits. AID 720511, 2013. activity (quench increase), % at 7.58 µM. CFBE cells, YFP halide quenching; stimulated with forskolin plus potentiator P3; % fluorescence drop versus neutral controls;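 active = mean added fluorescence quench of at least 8% versus neutral control, with both replicates also reaching 8%; inconclusive = only one of the mean or replicate conditions met; inactive = mean below 8% and not both replicates reaching 8%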;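 also: cells transiently co-express mutant CFTR-F508del with the halide-sensitive YFP; corrector assay measuring rescue of mutant channel to the surface after 24 h compound exposure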
# INS-1E GSIS act = GLuc luminescence reporter in INS-1E cells, primary screen for activators of glucose-dependent secretion of insulin; INS-1E GLuc reporter insulin secretion, 2-3 h; activation, % at 16.6 µM; 370,000 compounds, 0.61% hits; AID 743287, 2014;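 active = lowest replicate activation of at least 40%, so every replicate reaches that level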;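 also: 0% = median of neutral control wells and 100% = median of IBMX positive control wells; some compounds called inactive have numbers as strong as hits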
# E-sel inducer = E-selectin induction in HUVECs, primary screen, imaging, HUVEC, immunofluorescence imaging, single point; P16581; normalized: neutral wells 0, TNF-alpha wells 100; activation, % at 7.58 µM; 260,000 compounds, 0.37% hits; AID 686992, 2013;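 active = mean E-selectin-positive cell signal at least 10% of the positive control, reached in at least 60% of replicates, without over 20% cell loss; inconclusive = no rule given, readout overlaps actives, possibly toxicity-flagged; inactive = the rest, including those meeting only one limit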;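 also: in these data hits start at about 27%; measured in HUVEC primary endothelial cells; signal is the percent of cells scored E-selectin positive by PE staining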
#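 Read-out: % PE-positive cells | Test system: HUVEC | Doses: One compound dose added by pin transfer | Buffer or medium: EGM-2 over gelatin coat | Signal: Immunofluorescence imaging | Benchmarks: TNF-alpha, DMSO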
# RAD52 anneal inh = RAD52 DNA annealing inhibitors, primary screen, biochemical, FRET, single point, set 2 | DNA repair protein RAD52 homolog (Homo sapiens), P43351 | recombinant RAD52 DNA annealing, FRET fluorescence | inhibition, % at 18.7 µM | 360,000 compounds, 0.46% hits | AID 651710, 2012;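 active = every replicate showing at least 50% inhibition; inconclusive = mean inhibition at least 50% but not in every replicate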
# Target sequence (P43351 whole entry, looked up): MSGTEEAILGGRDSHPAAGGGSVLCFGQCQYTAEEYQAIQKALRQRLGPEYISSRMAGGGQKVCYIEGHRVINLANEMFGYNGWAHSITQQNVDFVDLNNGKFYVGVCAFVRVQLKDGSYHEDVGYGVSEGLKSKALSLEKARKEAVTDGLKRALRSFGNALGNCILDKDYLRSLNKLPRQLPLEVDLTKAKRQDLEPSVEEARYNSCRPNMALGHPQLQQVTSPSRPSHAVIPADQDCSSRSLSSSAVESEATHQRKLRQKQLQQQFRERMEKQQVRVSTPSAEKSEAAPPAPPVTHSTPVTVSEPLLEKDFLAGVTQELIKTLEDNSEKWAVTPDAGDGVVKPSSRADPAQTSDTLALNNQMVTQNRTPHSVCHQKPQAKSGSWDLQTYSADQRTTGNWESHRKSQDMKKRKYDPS
# CASP6 VEID inh = human caspase-6 inhibitors, primary screen, biochemical, VEID-R110 fluorescence, single point, set 2 | P55212 | purified caspase-6, Z-VEID-R110 cleavage fluorescence | inhibition, % at 12.5 µM | 350,000 compounds, 0.53% hits;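 active = mean inhibition across replicates at least about 35%, with every replicate also reaching that limit, limit read from the data; inconclusive = only one of the two criteria met; inactive = neither criterion met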;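 also: 0% = median of neutral control wells and 100% = no fluorescence left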
# Target sequence (P55212 24-179 limits assumed): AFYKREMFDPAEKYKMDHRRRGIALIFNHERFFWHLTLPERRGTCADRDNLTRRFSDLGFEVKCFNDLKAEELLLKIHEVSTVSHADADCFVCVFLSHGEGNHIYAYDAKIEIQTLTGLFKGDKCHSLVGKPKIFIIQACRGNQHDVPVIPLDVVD
# Target sequence (P55212 194-293 limits assumed): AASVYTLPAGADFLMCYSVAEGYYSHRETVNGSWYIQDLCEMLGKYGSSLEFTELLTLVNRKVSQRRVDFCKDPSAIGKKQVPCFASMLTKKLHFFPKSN
# RAD54 branch = inhibitors of human RAD54 branch migration, primary screen, biochemical, fluorescence, single point; AID 602329, 2012; 360,000 compounds, 0.14% hits; RAD54 Holliday junction branch migration, FAM/BHQ fluorescence; DNA repair and recombination protein RAD54-like (Homo sapiens), Q92698; inhibition, % at 10.4 µM;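 active = mean normalized replicate activity at least 40 and at least half of replicates scoring 40 or more; inconclusive = only one of the two criteria met; inactive = mean below 40 and under half of replicates reaching 40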;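 also: 0% = median of neutral control wells and 100% = median of positive control wells; inhibitors cause a drop in the FAM fluorescence signal; in these data hits start at about 50%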
# XiGFP reactiv = activators of inactive X chromosome reactivation, primary screen, imaging, XiGFP fibroblasts, GFP high-content imaging, set 2. XiGFP mouse fibroblasts, % GFP-positive cells imaging, 3 d; cells co-treated with 5-aza-dC sensitizer; scaled so ellipticine positive control = 100%. 360,000 compounds, 0.055% hits. activation, % at 7.58 µM;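 active = mean normalized replicate activation at least 10% and every replicate at or above 10%; inconclusive = only one of the two criteria met; inactive = mean below 10% and not all replicates reach 10%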;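 also: 0% = median of on-plate neutral control wells and 100% = ellipticine 6 µM median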
#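 Assay system – SV40-immortalized XiGFP fibroblast cells, line 68-5-11 · Buffer or medium – DMEM supplemented with 5-aza-dC as sensitizing agent · Dosing – one concentration, pinned · Benchmarks – positive control ellipticine, 6 µM final · Times – 3 days compound exposure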
# * marks the source's active call; other numbers are inactive results; ? = inconclusive; / = not tested or not shown; & = joins results of further samples.
# Results follow in this order: DENV2 CPE, CFTR F508del cor, INS-1E GSIS act, E-sel inducer, RAD52 anneal inh, CASP6 VEID inh, RAD54 branch, XiGFP reactiv
COc1ccc(Nc2cc(C)nc3ncnn23)cc1
    -2, 0.7, 6, /, -41, 0, -4, 0.1
C[C@H](CO)N1C[C@H](C)[C@@H](CN(C)Cc2ccc(C(F)(F)F)cc2)Oc2ccc(NC(=O)Nc3ccc(F)cc3)cc2CC1=O
    6, -0.2, -14, -18, 26, 0, /, -0.9
O=C(Cc1c(F)cccc1Cl)NNC(=O)c1cccs1
    10, -1.3, -6, -0.4, -6, 0, -17, 0.1
COc1cccc(-c2ccc3c(c2)O[C@@H](CN(C)C(=O)C2CCCCC2)[C@H](C)CN([C@@H](C)CO)S3(=O)=O)c1
    3, -0.3, -18, 0.4, 21, 2, 7, -0.2
Cc1c(CCO)c(=O)[nH]n1S(=O)(=O)c1ccc(Cl)cc1Cl
    ?, -2.0, 21, -0.1, -11, 1, 9, 0.3
C[C@@H]1CN([C@@H](C)CO)C(=O)c2cccc(NS(=O)(=O)c3ccc(F)cc3)c2O[C@H]1CN(C)S(=O)(=O)c1cccs1
    -1, -0.2, 15, 3.5, 0, -1, -2, 0.1
COC(=O)[C@H]1[C@H](CO)[C@H]2Cn3c(ccc(-c4ccccc4F)c3=O)[C@H]2N1Cc1cccnc1
    2, 0.3, 1, -0.7, -16, 2, -8, 0.2
S=C(NCc1cccnc1)Nc1cccc2ccccc12
    -2, /, 6, -2.2, -1, 1, -10, 0.1
Cc1cc(C)n(CC(O)Cn2ccc3ccccc32)n1 (centres undefined)
    1, 0.0, -21, /, -37, 6, 10, /
C[C@@H]1CN([C@@H](C)CO)C(=O)c2cc(NS(=O)(=O)c3ccc(Cl)cc3)ccc2O[C@H]1CN(C)C(=O)Nc1ccc2c(c1)OCO2
    -1, 1.8, 0, 0.9, -4, -3, 2, -1.0

# A different layout for some results above.
SMILES: C[C@@H]1CN([C@@H](C)CO)C(=O)c2cccc(NS(=O)(=O)c3ccc(F)cc3)c2O[C@H]1CN(C)S(=O)(=O)c1cccs1
  DENV2 CPE: -1	CFTR F508del cor: -0.2	INS-1E GSIS act: 15	E-sel inducer: 3.5	RAD52 anneal inh: 0	CASP6 VEID inh: -1	RAD54 branch: -2	XiGFP reactiv: 0.1

SMILES: COC(=O)[C@H]1[C@H](CO)[C@H]2Cn3c(ccc(-c4ccccc4F)c3=O)[C@H]2N1Cc1cccnc1
  DENV2 CPE: 2	CFTR F508del cor: 0.3	INS-1E GSIS act: 1	E-sel inducer: -0.7	RAD52 anneal inh: -16	CASP6 VEID inh: 2	RAD54 branch: -8	XiGFP reactiv: 0.2

SMILES: S=C(NCc1cccnc1)Nc1cccc2ccccc12
  DENV2 CPE: -2	CFTR F508del cor: /	INS-1E GSIS act: 6	E-sel inducer: -2.2	RAD52 anneal inh: -1	CASP6 VEID inh: 1	RAD54 branch: -10	XiGFP reactiv: 0.1

SMILES: Cc1cc(C)n(CC(O)Cn2ccc3ccccc32)n1 (centres undefined)
  DENV2 CPE: 1	CFTR F508del cor: 0.0	INS-1E GSIS act: -21	E-sel inducer: /	RAD52 anneal inh: -37	CASP6 VEID inh: 6	RAD54 branch: 10	XiGFP reactiv: /

# (further entries)
# Results follow in this order: DENV2 CPE, CFTR F508del cor, INS-1E GSIS act, E-sel inducer, RAD52 anneal inh, CASP6 VEID inh, RAD54 branch, XiGFP reactiv
CNC[C@@H]1Oc2ccc(NC(=O)Nc3ccc4c(c3)OCO4)cc2C(=O)N([C@@H](C)CO)C[C@@H]1C
    5, -2.2, 9, 0.1, -8, 1, -3, 0.2
Cc1csc(NC(=O)CSc2ccc([N+](=O)[O-])cn2)n1
    ?, 0.1, 20, -0.8, -10, 2, -15, 0.0
CCOc1cc(C(=O)Nc2cc3c(cc2N2CCOCC2)n(C)c(=O)n3C)cc(OCC)c1OCC
    -5, 1.0, 8, /, -13, -2, 2, 0.1
COc1ccc(Cl)cc1NC(=O)CN(C)C(=O)c1cc2ccccc2cc1OC
    1, 1.8, -46, /, -7, 3, -8, 0.2
CCCCOn1c(C)c(C(C)=O)c2c3no[n+]([O-])c3ccc21
    5, /, 2, 1.1, 1, 2, 4, -0.1
OCC1(Cc2ccccc2)CCCN(Cc2ccc3c(c2)OCCO3)C1 (centres undefined)
    2, -0.2, 10, /, 0, 1, -7, 0.3
CCOc1ccccc1NC(=O)COC(=O)C1CC(=O)N(c2c(C)cccc2C)C1 (centres undefined)
    11, 1.0, 21, /, -15, 0, -6, 0.3
CCOc1ccc(Nc2nc(NCC(=O)O)nc(N)c2[N+](=O)[O-])cc1
    -1, 0.3, 3, 0.0, -25, 5, 1, 0.0
CCOc1ccc(-n2c(Cc3cc(=O)[nH]c(=O)[nH]3)nnc2SC(C)C(=O)OC)cc1 (centres undefined)
    3, -0.5, 8, /, -14, 1, -2, 0.1
O=C(Nc1cccc(F)c1)N1CC(=O)N2[C@@H](CO)[C@@H](c3ccc(Br)cc3)[C@@H]2C1
    5, 1.3, -6, 0.3, 5, 5, /, 0.0

# Further entries follow:
SMILES,DENV2 CPE,CFTR F508del cor,INS-1E GSIS act,E-sel inducer,RAD52 anneal inh,CASP6 VEID inh,RAD54 branch,XiGFP reactiv
Cc1noc(C)c1S(=O)(=O)Nc1ccc2c(c1)C(=O)N([C@H](C)CO)C[C@@H](C)[C@@H](CN(C)Cc1ccc(C(=O)O)cc1)OCCCC[C@H](C)O2,-2,-0.3,22,0.4,19,-1,9,0.1
CCN=C1S/C(=C\c2cn(CC(=O)NCc3ccco3)c3ccccc23)C(=O)N1CC,0,-2.2,35,/,-85,0,/,0.1
CC(=O)Nc1nnc(-c2ccc3c(c2)CCCC3)o1,1,-4.2,-2,0.2,-8,0,6,0.1
CCC(=O)N1C[C@H](C)[C@@H](OC)CN(C)C(=O)c2cc(NS(=O)(=O)CC)ccc2OC[C@H]1C,4,-0.3,-6,0.1,-13,0,-10,0.0
CC(=O)NC(Cc1ccccc1)C(=O)N1CCN(C(=S)NCC(C)C)CC1 (centres undefined),-2,-0.7,4,5.0,-8,-1,/,-0.1
COc1cccc(NC(=O)CN2C(=O)COc3ccc(C)cc32)c1,-4,-1.4,10,0.2,-1,1,-12,0.1
COc1ccc(-c2sc3ccc(OC)cc3c2-c2ccc(O)cc2)cc1,-7,-2.9,/,/,-5,-1,-4,0.1
O=C(NCc1cccnc1)Nc1cccc(F)c1,-4,1.2,7,0.0,0,1,/,0.0
C[C@@H]1CCCCO[C@H](CN(C)S(=O)(=O)c2cccs2)[C@H](C)CN([C@@H](C)CO)C(=O)c2cc(NC(=O)NC3CCCCC3)ccc2O1,8&11,2.4&1.2,-5&3,0.2,-21,2,2&-3,0.2
COc1ccccc1CNc1nc2cc(-c3ccsc3)sc2c(=O)n1C,3,-2.5,-4,-0.1,-35,-2,5,0.1

# Later entries:
SMILES,DENV2 CPE,CFTR F508del cor,INS-1E GSIS act,E-sel inducer,RAD52 anneal inh,CASP6 VEID inh,RAD54 branch,XiGFP reactiv
O=C(Cc1c[nH]c2ccccc12)Nc1ccc(Nc2cccnc2)c(-c2ccc(OC(F)(F)F)cc2)c1,0,-0.4,-33,2.0,-34,0,/,0.4
CC(=O)N1CC(=O)N2[C@H](C1)[C@H](c1ccc(-c3ccc(C)cc3)cc1)[C@@H]2CO,2,-0.5,-13,0.0,12,2,/,0.1
COC(=O)c1ccccc1NS(C)(=O)=O,-11,0.7,0,-0.1,-11,3,6,0.2
COc1nsnc1NS(=O)(=O)c1ccc(NC(=S)NC(=O)c2cccnc2)cc1,-1,/,8,/,-13,-1,4,0.0
Cc1ccc(S(=O)(=O)Nc2cccc3c2O[C@H](CN(C)S(=O)(=O)c2cn(C)cn2)[C@@H](C)CN([C@@H](C)CO)C3=O)cc1,-3,1.1,-3,-0.3,2,1,6,0.1
COc1ccccc1CCC(=O)OCC(=O)NC1CC1,-3,-0.2,7,2.3,-6,18,-8,-0.1
O=C(C[C@H]1CC[C@H]2[C@@H](COC[C@@H](O)CN2C(=O)c2ccccc2)O1)NCc1ccc(-c2ccccc2)cc1,-1,-2.1,-13,0.0,-10,3,2,0.0
Cc1ccc(NC(=O)N2C3CCCC2CC(NC(=O)C(C)(C)C)C3)cc1 (centres undefined),2,-1.4,0,0.0,1,1,-4,-0.1
C[C@@H]1CCCCO[C@@H](CN(C)Cc2ccc(Cl)c(Cl)c2)[C@H](C)CN([C@@H](C)CO)C(=O)c2cc(NC(=O)Nc3ccccc3)ccc2O1,32*,-2.3,-16,/,-7,0,-2,0.0
O=C1NC(c2ccccc2)CCO1 (centres undefined),-20,0.7,9,-0.2,-6,/,-6,0.1

# Going on with the list.
SMILES,DENV2 CPE,CFTR F508del cor,INS-1E GSIS act,E-sel inducer,RAD52 anneal inh,CASP6 VEID inh,RAD54 branch,XiGFP reactiv
CCC(C)Sc1ccc([C@@H]2[C@H]3C(=O)N(C)C(=O)[C@H]3[C@]3(C(=O)OC)CCCN23)cc1 (some centres undefined),-2,2.4,-10,0.0,-233,4,-4,0.0
O=C(CSc1nnc(-c2ccco2)o1)Nc1cccc([N+](=O)[O-])c1,-3,-3.8,22,0.1,-3,-6,-11,0.2
COC(=O)N1CCCCC1c1cc(C(=O)NCc2ccc(F)cc2)no1 (centres undefined),-4,0.6,12,0.0,-5,-2,-4,0.4
CN1CCN(c2ccc(Cl)cc2NC(=O)CN2C(=O)NC(C)(c3ccccc3)C2=O)CC1 (centres undefined),0,1.2,-2,/,14,-112,11,0.0
COc1ccc(Cl)cc1NS(=O)(=O)c1cccc(C(=O)NCC(c2ccco2)N(C)C)c1 (centres undefined),-5,-1.6,-8,-0.2,1,-3,-1,0.0
CC(C)(C)OC(=O)NNC(=O)C12CC3CC(CC(C3)C1)C2,-1,-0.8,-6,3.3,-2,-2,/,0.1
Cc1cc(N2C(=O)C(O)=C(C(=O)c3cc4ccccc4o3)C2c2ccc(Br)cc2)no1 (centres undefined),0,1.5,-2,/,-29,48*,-2,0.0
COC(=O)c1ccccc1NC(=O)Nc1ccc(Br)cn1,-1,-0.9,16,1.0,-9,-1,-5,0.5
N#C[C@H]1[C@@H](c2ccc(C3=CCCC3)cc2)[C@@H](CO)N1C(=O)c1cccc(F)c1,-2,-1.2,-2,3.9,-15,1,1,0.0
CCOc1ccccc1NC(=O)CN(C)S(=O)(=O)c1ccc2[nH]c(=O)oc2c1,-6,-0.4,-2,/,-17,3,-1,0.0

# Compound activity as filed in PubChem.

# Compounds were not picked by outcome. Share with any hit: about 3.7%.
